Source: PubChem (National Center for Advancing Translational Sciences (NCATS))
MBNL1 CUG block = qHTS Assay for Inhibitors of MBNL1-poly(CUG) RNA binding | Muscleblind-like protein 1 (Homo sapiens), Q9NR56 | 280,000 compounds, 0.036% hits | TR-FRET MBNL1-His/biotin-(CUG)12 binding, 665/545 ratio | Potency, µM (titrated, usually from 57.5 µM), without a hit: at the highest dose activity change, negative = inhibition, actives largely listed as inhibitors; active = well fitted inhibition curve with a large enough effect in the signal ratio, with a control signal flat, not every such curve was filed as active; inconclusive = small, poorly fitted or top-dose-only effect, or effect the other way, or a change in a side signal; inactive = no such curve, though single readings can be large or run the other way; the % refers to the signal ratio; note: potency is the fitted concentration of half-maximal effect; % is set by controls: 0 for no effect and ±100 for the full control effect
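TR-FRET readout: Ex 340 nm, 665/545 nm emission ratio, normalized to buffer-only (basal) and MBNL1-(CUG)12 controls. Complex of MBNL1-His with Biotin-(CUG)12, compounds 92 nM–58 uM, incubated 60 min at room temperature.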
KCNH2 WT inh = qHTS for Inhibitors of KCHN2 3.1: Wildtype qHTS | Voltage-gated inwardly rectifying potassium channel KCNH2 (Homo sapiens), Q12809 | 340,000 compounds, 0.37% hits | U2OS, BacMam KCNH2, thallium flux FluxOr; active compounds read low | activity change, % at 1.84 µM;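 active = maximum activity change below -70%; inconclusive = maximum activity change between -70% and -50%; inactive = maximum activity change above -50%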; note: % is set by controls: 0 for no effect and ±100 for the full control effect
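U2OS cells were transduced with wild-type KCNH2 virus (2.03 x 10^8 / mL) for 4 h at room temperature, then cultured overnight at 37 C. Thallium flux was read with FluxOr dye. Rate constants were normalized to DMSO controls.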
KCNH2 3.1 inh = qHTS for Inhibitors of KCHN2 3.1: Mutant qHTS; Potassium voltage-gated channel subfamily H member 2, brain isoform KCNH2 3.1 (human); U2OS KCNH2 3.1, thallium flux FluxOr; active compounds read low; activity change, % (tested at about 1.8 µM); 340,000 compounds, 0.95% hits;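 active = maximum activity change below -70%; inconclusive = maximum activity change from -70% to -50%; inactive = maximum activity change above -50%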;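 note: thallium influx rate constant from kinetic fluorescence after stimulation buffer; % is set by controls: 0 for no effect and ±100 for the full control effect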
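Kinetic fluorescence (2 min after stimulation buffer) measures Tl+ influx through KCNH2 3.1 expressed by viral transduction in U2OS cells; the rate constant is normalized against DMSO controls serving as positive and negative references.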
GALK inh = qHTS Assay for Inhibitors of Human Galactokinase (GALK). P51570. Purified GALK, Kinase-Glo residual ATP luminescence. Potency, µM (series often up to 57.5 µM), inactives show at the top dose activity change, negative = inhibition, most hits filed as inhibitors. 270,000 compounds, 0.007% hits. AID 1868, 2009; note: potency is the fitted concentration of half-maximal effect; % is set by controls: 0 for no effect and ±100 for the full control effect
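The enzyme phosphorylates galactose (100 uM) using ATP (35 uM); inhibition is detected as higher residual ATP, quantified by bioluminescence after 1 h reaction at room temperature, pH 8.0.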
FBPA coupling cs = qHTS Assay for Inhibitors of Fructose-1,6-bisphosphate Aldolase from Giardia Lamblia: Coupling assay counterscreen | coupling enzyme system counterscreen, AmpLite Red fluorescence | activity change, negative = inhibition, % at 58.2 µM, hits read low | 290,000 compounds, 0.67% hits | AID 2472, 2010; in the data active = activity change below about -30%; note: % is set by controls: 0 for no effect and ±100 for the full control effect
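Counterscreen lacking aldolase: glyceraldehyde-3-phosphate coupling-enzyme reagent preincubated 10 min at RT with compound (at 57.5 uM final), then substrate/coupling system with AmpLite Red added; fluorescence read at 525/598 nm after 20 min RT.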
a7 integrin act = qHTS for Activators of Integrin-Mediated Alleviation for Muscular Dystrophy. alpha7betagal myoblasts, beta-gal FDG fluorescence, 48 h. Potency, µM (series often up to 38.3 µM), for the others: at the highest dose activation, actives largely listed as activators. 350,000 compounds, 0.064% hits;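 note: potency is the fitted concentration of half-maximal effect; 100% = response of the positive control SU9516; nearly all actives have a fitted effect of over 60% in size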
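Alpha7betagal+/- myoblasts (passage 13) were plated 16-24 hr, then exposed to compounds (1:260 dilution of DMSO stock) for 48 hours at 37C. After MPER lysis, β-galactosidase reporter activity was read as FDG fluorescence (ex 480/em 540) after 30 minutes.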
ASM inhibitor = Inhibitors of Secretory Acid Sphingomyelinase (S-ASM): qHTS; Sphingomyelin phosphodiesterase (Homo sapiens), P17405; placental ASM, HMU-PC fluorogenic substrate, 60 min; Potency, µM (titrated, usually from 57.5 µM), for the others: top-dose activity change, negative = inhibition, usual class: inhibitors; 340,000 compounds, 0.006% hits; AID 504937, 2011; note: potency is the fitted concentration of half-maximal effect
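Fluorescence read-out (Ex 386 nm, Em 447 nm) after stopping the reaction at pH 10. Enzyme: ASM from human placenta; substrate HMU-PC0, 9 uM final; 60 min, 37 °C. Compound preincubation 10 min, ambient temperature.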
AT treatment = qHTS Assay for Identifying a Potential Treatment of Ataxia-Telangiectasia; Potency, µM (series often up to 57.5 µM), for inactives: top-dose activation, most hits filed as activators; […] A-T fibroblasts, KAP-1 phosphorylation AlphaLISA; neocarzinostatin DNA damage 30 min before lysis; 320,000 compounds, 0.19% hits; note: potency is the fitted concentration of half-maximal effect; % of control where 0% means no effect; nearly all actives have a fitted effect of over 45% in size
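hTERT-immortalized A-T patient fibroblasts ([…]), 500 cells/well in OPTI-MEM, 1% FBS, got compounds for 60 min, then NCS for 30 min at 37C. Lysates were then assayed for phospho-KAP-1 by AlphaLISA (anti-pKAP1 donor, anti-KAP1 acceptor beads), 6 hr at 25C.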
TRPV1 agonist = HTS Assay for Compounds that Act as Agonists of the Vanilloid Receptor 1; Transient receptor potential cation channel subfamily V member 1 (Homo sapiens), Q8NER1; TRPV1-expressing cells, Fluo-8 calcium influx, agonist mode; AID 540275, 2011; 320,000 compounds, 0.19% hits; activation, % at 8.33 µM; in the data active = activation above about 80%; inconclusive = between about 30% and that limit; note: 0% is about no effect
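Cells expressing TRPV1 were dye-loaded with Fluo-8 and read kinetically: 10 s baseline, 3 min after compound (agonist portion), then 2 min after EC20 capsaicin (allosteric enhancer portion). Calcium-bound dye fluorescence at 480/520 nm.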
CXXC DNA block = qHTS Fluorescence Polarization Assay for Inhibitors of MLL CXXC domain - DNA interaction; Histone-lysine N-methyltransferase 2A (Homo sapiens), Q03164; MLL-CXXC / FITC-HOXA9 DNA fluorescence polarization; Potency, µM (doses to about 115 µM), without a hit: at the top dose activity change, negative = inhibition, usual class: inhibitors; 290,000 compounds, 0.037% hits; AID 2662, 2010; active = well fitted inhibition curve with a large enough effect in the polarisation, with a control signal flat, not every such curve was filed as active; inconclusive = small, poorly fitted or top-dose-only effect, or effect the other way, or a change in a side signal; inactive = no such curve, though single readings can be large or run the other way; the % refers to the polarisation; note: potency is the fitted concentration of half-maximal effect
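Fluorescence polarization: 7 uM MLL-CXXC (stock) preincubated 5 min with compounds, then 50 nM fluorescein-HOX-A9 DNA (stock) added; 30 min ambient. Buffer 50 mM Tris-HCl pH 7.5, 50 mM NaCl, 1 mM DTT, 0.05% BSA.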
Numbers without * were called inactive; ? = inconclusive; / = no result given; [ ] = another dose, or the depositor's remark. Unless noted, calls come from the whole dose curve; as a rule, active = well fitted curve in the direction sought with a large enough effect; inconclusive = small, poorly fitted or top-dose-only effect, or another doubt; inactive = no such curve, though single readings can be large; an effect the other way counts as inactive or inconclusive.

SMILES	MBNL1 CUG block	KCNH2 WT inh	KCNH2 3.1 inh	GALK inh	FBPA coupling cs	a7 integrin act	ASM inhibitor	AT treatment	TRPV1 agonist	CXXC DNA block
O=C(COc1ccc(Cl)c(Cl)c1)NN1C(=O)C2C(C1=O)C1C=CC2C12CC2 (configuration not stated)	0%	/	-17	-1%	1	0%	0%	-1%	0	0%
Cc1cccc(N2CCN(C(=O)c3ccc(CS(=O)Cc4cccc(Cl)c4)o3)CC2)c1C (configuration not stated)	-7%	12	-11	1%	6	-29%	-11%	7%	8	-2%
COc1cccc2cc(C(=O)N3CCc4ccccc43)c(=O)oc12	1%	4	2	1%	8	?	7%	0%	0	3%
CCOC(=O)c1sc(SC)nc1N	5%	3	0	1%	0	-12%	1%	13%	3	-14%
COC(=O)c1cc(S(=O)(=O)N2c3ccccc3CC2C)cn1C (configuration not stated)	-9%	21	4	5%	/	-13%	2%	0%	3	-1%
O=C(C1CC(=O)N(C2CCCC2)C1)N1CCN(c2ccc(F)cc2)CC1 (configuration not stated)	/	1	4	/	/	9%	0%	/	/	/
CC(C)=CCN1CCN(Cc2nc(-c3ccccc3)cs2)CC1CCO (configuration not stated)	-14%	21	-13	0%	-4	17%	5%	4%	-2	-8%
NC(=O)CC(NC(=O)Cc1cccc2ccccc12)c1ccc(N2CCN(c3ccccc3)CC2)c([N+](=O)[O-])c1 (configuration not stated)	11%	10	-13	6%	3	-9%	-4%	-14%	-1	-1%
CC(=O)Nc1ccc(NC(=O)Nc2cccc3ccccc23)cc1	13%	-2	17	2%	/	4%	-3%	-3%	14	6%
Cc1cc(C)c2c(-n3cccc3)nn(CC#N)c2n1	4%	-3	-7	6%	0	-7%	-1%	7%	-5	-4%
CNCc1ccccc1OCc1ccc(F)cc1	-1%	7	2	0%	2	0%	5%	3%	-2	13%
Oc1ccc(Br)cc1-c1cc(-c2ccccc2Cl)[nH]n1	1%	3	2	-7%	-3	-19%	-4%	1%	7	5%
CCS(=O)(=O)Nc1ccc(-c2nnc(SCC(=O)c3ccc(NC(C)=O)c(OC)c3)o2)cc1	-14%	8	/	2%	2	3%	0%	7%	-2	1%
CC(C)(C)c1ccc(Cn2c(=O)cnc3ccccc32)cc1	5%	0	-22	-2%	1	-3%	-3%	5%	-3	-20%
CC1CCc2c(sc3ncnc(SCC(=O)c4ccccc4)c23)C1 (configuration not stated)	?	-15	-1	-2%	0	16%	-1%	0%	3	-2%
CCN(CC)S(=O)(=O)c1ccc(C)c(NC(=S)N2CCN(c3ccccn3)CC2)c1	-3%	-3	14	11%	4	2%	0%	-4%	13	-4%
COc1ccc(/C=C/c2nnc(NC(=O)c3ccco3)s2)cc1	4%	2	-1	/	0	7%	209%[activator]	12%	-3	0%
Cc1cc(C(=O)N2CCCC(Nc3ccc(F)cc3)C2)n(C)n1 (configuration not stated)	-4%	24	1	6%	12	-23%	0%	-4%	-11	0%
CNC(=O)c1ccc(-c2cc(C(F)(F)F)nn2C)s1	20%	2	9	/	-11	15%	-1%	-4%	?	-7%
O=C1CC(SC2=NCCS2)C(=O)N1c1ccc(Cl)cc1 (configuration not stated)	/	0	-6	1%	4	-17%	-1%	-2%	5	6%
CN1C(=O)/C(=C/c2ccccc2Cl)Sc2ccc(C(=O)N3CCCC3)cc21	19%	-10	-7	-4%	-2	-42%[inhibitor]	-6%	3%	14	0%
Cn1nc(C(F)(F)F)cc1C(=O)NC1CCCCCC1	5%	-6	3	-2%	1	0%	-3%	1%	?	4%
CN(Cc1cn(C)nc1-c1ccc(Oc2ccccc2)cc1)C1CCOC1 (configuration not stated)	-2%	0	-15	1%	2	0%	1%	-9%	2	-3%
O=C(c1cnc(N2CCN(c3ncccn3)CC2)c2ccccc12)N1CCN(c2ncccn2)CC1	-1%	5	7	-3%	3	-21%	-1%	-3%	-6	0%
O=C1C2C3CCC(C3)C2C(=O)N1Cc1ccco1 (configuration not stated)	0%	-16	-11	2%	5	6%	2%	-10%	5	7%
SMILES	MBNL1 CUG block	KCNH2 WT inh	KCNH2 3.1 inh	GALK inh	FBPA coupling cs	a7 integrin act	ASM inhibitor	AT treatment	TRPV1 agonist	CXXC DNA block
Cn1c(=O)cc(N2CCOCC2)[nH]c1=O	-2%	8	1	1%	-1	3%	11%	3%	-2	-2%
CCNC(=O)CC1C(=O)N(c2ccccc2)C(=O)N1CCOC (configuration not stated)	-5%	-1	-12	1%	6	-9%	-4%	-2%	2	0%
CC(C)Nc1nc(NC(N)=S)nc(NC(C)C)n1	3%	-5	7	2%	0	-26%	1%	-8%	-5	?
Cc1cccc(NC(=O)C2CCN(S(=O)(=O)c3ccc4c(c3)OCCCO4)CC2)n1	/	5	-15	/	/	-55%[inhibitor]	2%	-4%	-1	/
O=C(c1nnc(Cc2ccc(Cl)cc2)o1)N1CCc2ccccc2C1	-21%	-4	2	/	-1	18%	4%	10%	22	1%
Cn1ncc(N=Cc2ccccc2O)c1C(=O)N1CCOCC1	-1%	-5	0	5%	3	22%	2%	2%	-3	-1%
CCCCNC(=O)c1cn(CC)c2ccc(S(=O)(=O)N3CCCC3)cc2c1=O	-3%	-4	-15	0%	1	36%	-4%	-3%	?	8%
CCOc1ccc(CCNC(=O)C2CCCN2C(=O)OCc2ccccc2)cc1OCC (configuration not stated)	-1%	/	-27	-2%	5	?	-1%	2%	3	10%
CC1(C)Cc2c(sc(NC(=O)c3ccc(S(=O)(=O)N4CCCCCC4)cc3)c2C(N)=O)C(C)(C)N1	1%	10	/	5%	/	?	-17%	17%	-3	-1%
COc1cc(NC(=O)c2cc(S(=O)(=O)N3CCc4ccccc43)cn2C)cc(OC)c1OC	1%	-12	-36	5%	/	0%	-12%	18%	1	4%
Cc1ccc(S(=O)(=O)N2CCC(C)CC2)cc1C(=O)NCc1ccccn1	0%	-9	-17	0%	0	25%	0%	2%	8	-12%
Cc1ccc(C)c(NC(=O)NNC(=O)c2cc3occc3[nH]2)c1	-2%	-7	-12	0%	4	-24%	-3%	3%	3	8%
CC(C)N(Cc1nc(-c2ccccc2)no1)S(=O)(=O)c1ccccc1	-6%	4	13	0%	4	-1%	-7%	10%	0	11%
COCCN1C(=O)N(c2ccc(Cl)cc2)C(=O)C1CC(=O)Nc1cc(OC)cc(OC)c1 (configuration not stated)	-9%	-15	-12	-3%	0	6%	-1%	6%	-2	1%
CC(C)(C)OC(=O)N(CCc1ccccc1)Cc1ccccc1OCc1cccc(NC(=O)C2CC2)c1	/	-24	-6	/	/	-15%	-8%	/	/	/
O=C(CSC(=S)N1CCCC1)NCC(=O)Nc1ccc(F)c(F)c1	?	4	1	-3%	/	-2%	1%	-11%	-3	-2%
Cc1ccc(-n2c(C)cc(C(=O)OCC(=O)N(C)C3CCS(=O)(=O)C3)c2C)cc1 (configuration not stated)	-1%	-8	-4	2%	1	-9%	2%	0%	3	19%
COc1cc(C(C)=O)ccc1OCC(=O)Nc1cc(S(=O)(=O)N2CCOCC2)ccc1N1CCCC1	/	1	-17	/	/	22%	0%	/	/	/
COc1ccc(C(CNC(=O)c2cccc(Br)c2)N2CCCC2)cc1 (configuration not stated)	4%	18	-6	0%	2	-7%[7.66 µM]	-1%	-4%	12	-9%
COc1ccc(C(C(=O)NC(C)(C)C)N(Cc2ccc(C)cc2)C(=O)CCC(=O)Nc2cc(C)on2)cc1 (configuration not stated)	-17%	-19	-4	5%	2	4%	-1%	-6%	6	-4%
CC(=O)c1sc2nsc(SCCN3CCCCC3)c2c1N	?	1	-5	8%	3	-50%[inhibitor]	-9%	0%	4	2%
CC1CN(C(=O)c2ccccc2Sc2ccccc2C#N)CC(C)O1 (configuration not stated)	-2%	-1	12	-3%	1	1%	-1%	4%	2	3%
COCCN1Cc2cccc(C(=O)NCCCN3CCCC3=O)c2C1=O	-10%	-12	-11	/	2	0%	-2%	44%	1	-2%
